MgcRacGAP inhibition: MgcRacGAP GTPase-activating activity inhibitors, confirmation, biochemical, ADP Hunter fluorescence | 340,000 compounds, 0.6% hits | MgcRacGAP-stimulated Rac1 GTP hydrolysis, ADP Hunter fluorescence; higher % means a stronger effect; GST-tagged Rac1 F28L mutant substrate | inhibition, % at 30 µM, or IC50 in µM where a hit was titrated;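 active = first-screen hits whose inhibition reached a set limit at any dose in the follow-up dose series; inconclusive = inhibition above the set first-screen limit but never retested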;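 also: fluorescence reports GDP produced by GAP-driven GTP hydrolysis; strong numbers were not always called active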
T cell HTS: modulates CD8 T cell binding to vesicles. 2C CD8+ T cell-vesicle binding, flow cytometry; active compounds read low. calls only at 7 µM. 330,000 compounds, 0.068% hits. AID 2052;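 active = response, share of CD8 T cells binding vesicles, and their 90th percentile fluorescence all below set limits, cut at about 80% in these data, passing the limit was not always enough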
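Assay system: 2C TCR transgenic mouse naive CD8+ T cells, MACS-purified | Read-out: CD8+ gate FL2 mean fluorescence as % of same-row positive control | Signal: High-throughput flow cytometry with anti-B7-1 and anti-CD8 staining | Timing: Binding step 1.5 h, 37 °C, antibody labelling 20 min, ice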
Hep lipid drop: modulators of hepatic lipid droplet formation | AML12 mouse hepatocytes, oleate lipid droplets, BODIPY imaging | AID 1656 | inhibition, % at 6.5 µM | 240,000 compounds, 0.4% hits;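 active = lipid droplet intensity inhibited by at least 50%, with more than 500 cells counted; inconclusive = wells with under 300 cells, treated as cytotoxic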
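Technique: fluorescence imaging, 20x objective, two fields per well / Assay system: AML12 hepatocytes (mouse) / Measure: % inhibition of lipid droplet signal / Doses: 6.5 µM single-point dosing / Incubation: overnight exposure / Reagent: 100 µM oleic acid challenge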
SV40 large T antigen: TAg ATPase/helicase activity blockers – biochemical (AID 1903); SV40 large T antigen ATPase/helicase inhibition assay; higher % means a stronger effect; one-dose inhibition, % at 20 µM; IC50 in µM for titrated hits; 310,000 compounds, 0.39% hits; in the data active = a potency from the dose series; inconclusive = inhibition mostly from about 32% at the one dose, without a potency; inactive = the rest, 99 in 100 with inhibition below about 32%; also: strong numbers were not always called active
GPR55 antagonists: inhibition of LPI-stimulated GPR55 beta-arrestin translocation – imaging, U2OS, beta-arrestin-GFP, LPI agonist, primary screen (AID 2013); 290,000 compounds, 0.13% hits; U2OS GPR55 beta-arrestin-GFP translocation imaging, LPI antagonism; higher % means a stronger effect; inhibition, % at 10 µM; hits with a dose series show IC50 in µM;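 active = spots per cell inhibited over 60%, with over 100 cells counted and total cytoplasm intensity under 500,000; inconclusive = wells with under 100 cells, flagged as likely toxic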;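 also: U2OS cells stably carrying GPR55 and arrestin-GFP stimulated by 5 µM LPI near EC80; imaged beta-arrestin-GFP aggregate spots per cell after agonist stimulation; plate controls were LPI-stimulated DMSO wells for no effect and DMSO wells without LPI for full effect; some results filed as inactive read as strong as hits; confirmed hits need IC50 under 10 µM and bright autofluorescent wells are also inconclusive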
LYP inhibition: inhibitors of LYP phosphatase, biochemical, fluorescence intensity, uHTS (AID 1779). recombinant LYP phosphatase, fluorescence intensity; higher % means a stronger effect. inhibition, % at 11.5 µM, or IC50 in µM where a hit was titrated. 290,000 compounds, 0.054% hits; in the data active = inhibition above about 50%;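 also: plate controls were vehicle with enzyme for no effect and no enzyme for full effect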
NTR1 ag: NTR1-driven beta-arrestin-GFP spot formation – imaging, U2OS cells, high content, primary screen (AID 493036); 330,000 compounds, 0.17% hits; activation, % at 20 µM; P30989; agonist mode;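 active = activation at or above 40% of the spot to cytoplasm intensity ratio, with at least 20 cells analyzed; inconclusive = wells under 20 cells, flagged as cytotoxic or low count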;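 also: 0% = DMSO without peptide and 100% = 100 nM NTR1 peptide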
Target sequence (P30989 whole entry, looked up): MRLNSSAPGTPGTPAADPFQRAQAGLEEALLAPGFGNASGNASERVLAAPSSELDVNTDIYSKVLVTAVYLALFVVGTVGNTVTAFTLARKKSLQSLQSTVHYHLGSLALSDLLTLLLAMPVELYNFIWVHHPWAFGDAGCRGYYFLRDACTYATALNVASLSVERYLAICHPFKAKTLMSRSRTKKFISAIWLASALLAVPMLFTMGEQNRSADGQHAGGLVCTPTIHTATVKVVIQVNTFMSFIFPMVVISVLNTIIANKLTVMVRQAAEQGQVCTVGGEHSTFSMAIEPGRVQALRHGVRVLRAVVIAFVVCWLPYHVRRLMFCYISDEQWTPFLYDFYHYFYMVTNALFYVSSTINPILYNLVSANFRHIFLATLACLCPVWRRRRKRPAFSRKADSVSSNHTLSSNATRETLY
GPR55 beta-arrestin: selective activators of receptor GPR55 – imaging, U2OS cells, beta-arrestin-GFP redistribution, primary screen (AID 1961) | 290,000 compounds, 0.048% hits | U2OS GPR55 beta-arrestin-GFP redistribution imaging; higher % means a stronger effect | one-dose activation, % at 10 µM; EC50 in µM for titrated hits;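 active = activation above 40% with more than 50 cells counted in the well; inconclusive = wells holding fewer than 50 cells, flagged as toxic or sparse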;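 also: U2OS osteosarcoma cells stably expressing GPR55 and beta-arrestin-GFP; plate controls were DMSO negative control for no effect and LPI positive control for full effect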
GPR35 arrestin U2OS: inhibition of zaprinast-stimulated GPR35 beta-arrestin translocation – imaging, U2OS, beta-arrestin-GFP, zaprinast agonist, primary screen (AID 2058). inhibition, % at 10 µM, or IC50 in µM where a hit was titrated. U2OS GPR35 beta-arrestin-GFP translocation imaging, zaprinast antagonism; higher % means a stronger effect. 290,000 compounds, 0.052% hits;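 active = inhibition of at least 50% with at least 30 cells and total cytoplasm GFP at most 10,000,000; inconclusive = under 30 cells or total GFP of 10,000,000 plus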
Hep lipid drop cells 6.5 µM: also measured in Hep lipid drop; calls as there; cell count; measured here: cell count, cytotoxicity flag;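 cells counted across two imaged fields per well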
T cell HTS vesicle-bound %: further read-out of T cell HTS, marked with its call; double positive events, %; measured here: CD8+ vesicle-bound cell fraction;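 binding gate set so that unloaded-vesicle control wells show 10% double positive cells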
NTR1 ag cell count 20 µM: further read-out of NTR1 ag, marked with its call; cell count; measured here: cell count, cytotoxicity flag
* marks the source's active call; other numbers are inactive results; i = inactive; ? = inconclusive; · = not tested or not shown.

SMILES | MgcRacGAP inhibition | T cell HTS | T cell HTS vesicle-bound % | Hep lipid drop | Hep lipid drop cells 6.5 µM | SV40 large T antigen | GPR55 antagonists | LYP inhibition | NTR1 ag | NTR1 ag cell count 20 µM | GPR55 beta-arrestin | GPR35 arrestin U2OS
CC(C)(C)NC(=O)C1Cc2ccccc2CN1C(=O)Nc1cccc(Cl)c1 (stereo not given) | 5% | i | 20 | · | · | 9% | -6% | -10% | 3.4 | 56 | 0.2% | 14%
COc1ccc(CN(CCCN2CCOCC2)S(=O)(=O)N(C)C)cc1OC | 2% | i | 47 | · | · | 0% | 6% | -3% | -0.8 | 48 | -0.1% | 20%
COC(=O)CCCCC1SCC(NC(=O)c2ccccc2)C1OC(C)=O (stereo not given) | 3% | i | 9 | -3 | 668 | 0% | 5% | -6% | -1.4 | 37 | -0.3% | 8%
CC(C)C1Cc2c(sc3ncnc(NN)c23)CO1 (stereo not given) | 5% | i | 50 | 12 | 873 | 30% | 10% | -7% | 6.6 | 90 | 0.0% | -4%
Cc1cc(S(=O)(=O)NC2CCN(Cc3ccccc3)CC2)c(C)cc1Cl | 4% | i | 14 | -11 | 759 | 0% | -5% | -8% | 8.5 | 47 | 0.2% | 8%
O=S(=O)(N/N=C\c1cccc(F)c1)c1ccccc1 | 3% | i | 10 | 7 | 861 | 7% | 7% | -7% | -1.0 | 62 | 0.3% | 20%
COc1cc2c(cc1OC)C(NC(=O)c1ccc(C)cc1)CC2=O (stereo not given) | 11% | i | 43 | · | · | 5% | 2% | -8% | -1.4 | 89 | 0.7% | 1%
O=C(COc1ccccc1)NCCSCc1ccc(Cl)cc1 | 3% | i | 35 | -2 | 606 | 15% | -3% | -1% | -1.6 | 56 | -0.1% | 13%
CCOC(=O)C1=C(C)Nc2nc(SCC)nn2C1c1ccc(OC)cc1 (stereo not given) | 4% | i | 45 | 2 | 776 | 1% | 0% | 4% | -0.2 | 78 | -0.1% | 7%
COc1cc(C2=NOC(C(=O)Nc3c(C)n(C)n(-c4ccccc4)c3=O)C2)cc(OC)c1OC (stereo not given) | 12% | i | 41 | -11 | 704 | 8% | -3% | -6% | 1.0 | 47 | -0.3% | 7%
CN(CC(=O)O/N=C(\N)c1ccccn1)S(=O)(=O)c1ccccc1 | 8% | i | 56 | · | · | 29% | 0% | -7% | -0.1 | 46 | -0.1% | 4%
O=c1c2c(nc3c(-c4ccccc4)c[nH]n13)CCCC2 | 10% | i | 28 | 7 | 708 | 12% | -20% | 4% | 1.8 | 44 | -0.1% | -1%
COc1ccc2c(c1[N+](=O)[O-])CCC/C2=N/OC(=O)c1cccc2ccccc12 | 5% | i | 39 | · | · | 1% | 6% | -12% | 1.4 | 78 | 1.1% | 8%
C=C1CCN([C@@H](CC(C)C)C(=O)NCc2cc(OC)c(OC)c(OC)c2)S(=O)(=O)c2ccccc21 | 10% | i | 24 | · | · | 13% | · | · | -2.4 | 91 | · | ·
O=C(/C=C/c1ccc([N+](=O)[O-])cc1)N1CCN(S(=O)(=O)c2cccs2)CC1 | 7% | i | 41 | -2 | 708 | 12% | 2% | -4% | 1.8 | 70 | 0.2% | 7%
CCOC(=O)c1c(NC(=O)C(C)N2CCN(C(=O)c3ccco3)CC2)sc2c1CCCC2 (stereo not given) | -1% | i | 36 | 18 | 781 | 12% | -17% | 0% | 26 | 84 | -0.1% | -15%
N#C/C(=C/c1ccccc1)c1nn(CCO)c(N)c1C#N | 4% | i | 25 | -7 | 641 | 11% | -4% | 1% | 3.2 | 105 | -0.2% | 8%
Cc1cccc(C)c1NC(=S)NC(=O)c1ccc(Br)o1 | 0% | i | 40 | 3 | 611 | 9% | -1% | 8% | 2.5 | 61 | -0.1% | 7%
O=C(CNS(=O)(=O)c1ccccc1)N/N=C/c1ccc(O)cc1 | 60µM* | i | 47 | 22 | 684 | 37% | -2% | -3% | -0.7 | 82 | -0.4% | 1%
COc1ccc(Cl)cc1C(=O)Nc1ccc(CN2CCCCC2)cc1 | 9% | i | 54 | -4 | 689 | 6% | 12% | -7% | 0.4 | 30 | 0.2% | 6%
CCN(Cc1ccncc1)C(=O)c1ccc(Br)o1 | 7% | i | 22 | -16 | 659 | 21% | 11% | -8% | 1.2 | 88 | 0.0% | 5%
O=C(Nc1cccc(S(=O)(=O)N2CCOCC2)c1)c1ccccn1 | 16% | i | 4 | 16 | 624 | 20% | -8% | -2% | 0.5 | 56 | -0.1% | 27%
COC(=O)N/N=C/c1cccs1 | 6% | i | 30 | 8 | 730 | · | 1% | -2% | 3.6 | 44 | 0.6% | -6%
CC(=O)c1cn(C(=O)c2ccc(Cl)cc2)c2ccccc12 | 6% | i | 49 | -4 | 804 | 8% | 9% | 0% | -0.2 | 74 | 0.0% | -4%
COc1cc(/C=C/C2=NC(=O)C(C)(C)O2)ccc1O | · | i | 25 | · | · | ? | 6% | -3% | 0.8 | 55 | -0.2% | 9%
(further entries)
SMILES | MgcRacGAP inhibition | T cell HTS | T cell HTS vesicle-bound % | Hep lipid drop | Hep lipid drop cells 6.5 µM | SV40 large T antigen | GPR55 antagonists | LYP inhibition | NTR1 ag | NTR1 ag cell count 20 µM | GPR55 beta-arrestin | GPR35 arrestin U2OS
COc1ccc2c3c(cccc13)OC2=O | 5% | i | 53 | -4 | 805 | 17% | -3% | -5% | 0.6 | 91 | -0.1% | 15%
COc1cc(/C=N/NC(=O)Cc2csc(C)n2)ccc1OCC(C)C | 3% | i | 48 | -1 | 707 | -6% | 5% | 3% | -0.9 | 52 | 0.1% | -9%
CCOc1ccc(/C=N/NC(=O)CC(=O)Nc2ccc(Cl)c(Cl)c2)cc1 | 4% | i | 45 | -2 | 676 | -3% | -2% | -1% | 2.2 | 59 | 0.2% | -6%
Cc1ccc(S(=O)(=O)N/N=C/c2cccc(OC3CSC3)c2)cc1 | 4% | i | 46 | -5 | 561 | 13% | 4% | 0% | -1.0 | 41 | 0.0% | 9%
OCC1(Cc2ccccc2F)CCCN(CC2CCCCC2)C1 (stereo not given) | 8% | i | 57 | -10 | 840 | 5% | 3% | -14% | 0.4 | 68 | -0.2% | -10%
COc1ccc(NS(=O)(=O)c2cc(NC(=O)CNC(=O)c3ccc(C)s3)ccc2Cl)cc1 | 8% | i | 47 | 14 | 603 | -2% | 21% | 1% | 3.0 | 53 | -0.4% | -13%
O=C(Nc1nnc(SCc2ccccc2)s1)C1=COCCO1 | 4% | i | 46 | · | · | 3% | · | · | 2.2 | 50 | · | ·
FC(F)(F)c1cc(C(F)(F)F)c2ccc(Oc3ccccc3)nc2n1 | 2% | i | 19 | · | · | -4% | 10% | -6% | -1.7 | 98 | 0.2% | 10%
O=C(COc1ccccc1)Nc1ccc(OC(F)(F)C(F)F)c(NC(=O)COc2ccccc2)c1 | 10% | i | 36 | 8 | 752 | 10% | 15% | -4% | 4.7 | 75 | 0.0% | 2%
O=C(NCC(c1ccco1)N1CCc2ccccc2C1)c1ccccc1Br (stereo not given) | 7% | i | 33 | · | · | 4% | · | · | 0.7 | 49 | · | ·
c1csc(-c2ccn[nH]2)c1 | 0% | i | 37 | 12 | 692 | 10% | 4% | -1% | -0.5 | 74 | 0.3% | 12%

Laid out differently: entries from further up.
Each structure is followed by: MgcRacGAP inhibition | T cell HTS | T cell HTS vesicle-bound % | Hep lipid drop | Hep lipid drop cells 6.5 µM | SV40 large T antigen | GPR55 antagonists | LYP inhibition | NTR1 ag | NTR1 ag cell count 20 µM | GPR55 beta-arrestin | GPR35 arrestin U2OS
COc1cc(/C=N/NC(=O)Cc2csc(C)n2)ccc1OCC(C)C
 : 3% | i | 48 | -1 | 707 | -6% | 5% | 3% | -0.9 | 52 | 0.1% | -9%
CCOc1ccc(/C=N/NC(=O)CC(=O)Nc2ccc(Cl)c(Cl)c2)cc1
 : 4% | i | 45 | -2 | 676 | -3% | -2% | -1% | 2.2 | 59 | 0.2% | -6%
Cc1ccc(S(=O)(=O)N/N=C/c2cccc(OC3CSC3)c2)cc1
 : 4% | i | 46 | -5 | 561 | 13% | 4% | 0% | -1.0 | 41 | 0.0% | 9%
OCC1(Cc2ccccc2F)CCCN(CC2CCCCC2)C1 (stereo not given)
 : 8% | i | 57 | -10 | 840 | 5% | 3% | -14% | 0.4 | 68 | -0.2% | -10%
COc1ccc(NS(=O)(=O)c2cc(NC(=O)CNC(=O)c3ccc(C)s3)ccc2Cl)cc1
 : 8% | i | 47 | 14 | 603 | -2% | 21% | 1% | 3.0 | 53 | -0.4% | -13%
O=C(Nc1nnc(SCc2ccccc2)s1)C1=COCCO1
 : 4% | i | 46 | · | · | 3% | · | · | 2.2 | 50 | · | ·
FC(F)(F)c1cc(C(F)(F)F)c2ccc(Oc3ccccc3)nc2n1
 : 2% | i | 19 | · | · | -4% | 10% | -6% | -1.7 | 98 | 0.2% | 10%
O=C(COc1ccccc1)Nc1ccc(OC(F)(F)C(F)F)c(NC(=O)COc2ccccc2)c1
 : 10% | i | 36 | 8 | 752 | 10% | 15% | -4% | 4.7 | 75 | 0.0% | 2%

Screening data deposited in PubChem by several laboratories.
